SIAH1 antagonists: Siah-1 peptide-binding antagonists, primary screen, biochemical, fluorescence polarization, rhodamine-plectin, uHTS (AID 1817). E3 ubiquitin-protein ligase SIAH1 (Homo sapiens). Siah-1 / rhodamine-plectin peptide fluorescence polarization; higher % means a stronger effect. one-dose displacement, % at 20 µM; IC50 in µM for titrated hits. actives 0.02% (n = 290,000);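 active means displacement of at least 50% at 20 µM, with a fluorescence ratio check between 0.3 and a set limit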;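 further: plate controls were Siah plus tracer with DMSO for no effect and tracer alone without Siah for full effect; strong numbers were not always called active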
Myeloid diff MLP: induction of myeloid progenitor differentiation, primary screen, cell-based, flow cytometry, MLPCN library; calls only at 10 µM; ER-HoxA9 myeloid progenitors, lysozyme-GFP differentiation; AID 624256, 2012; actives 1% (n = 360,000);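 active means normalized GFP-positive differentiation at or above the plate's own cutoff, the solvent-only control mean plus 3 SD; inconclusive means no clear call, values can overlap the other calls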;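 further: cells exposed to compound for four days before flow analysis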
KOR beta-arrestin-1: KOR antagonists, beta-arrestin recruitment, cell-based, luminescence, uHTS (AID 1778). Kappa-type opioid receptor (Homo sapiens). KOR beta-arrestin recruitment, luminescence, antagonist mode; higher % means a stronger effect. one-dose inhibition, % at 10 µM; IC50 in µM for titrated hits. actives 0.091% (n = 290,000); further: strong numbers were not always called active
HEK293 NOD2/NF-kB: NOD2 signaling inhibitors, cell-based, luminescence, uHTS, HEK293 (AID 1566); HEK293 NOD2/NF-kB luciferase reporter, luminescence; higher % means a stronger effect; inhibition, % at 4 µM; hits with a dose series show EC50 in µM; actives 0.63% (n = 290,000); further: many of its hits are not listed in these tables
LYP phosphatase: inhibitors of LYP phosphatase, biochemical, fluorescence intensity, uHTS (AID 1779). Tyrosine-protein phosphatase non-receptor type 22 (Homo sapiens). recombinant LYP phosphatase, fluorescence intensity; higher % means a stronger effect. one-dose inhibition, % at 11.5 µM; IC50 in µM for titrated hits. actives 0.054% (n = 290,000);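 further: plate controls were vehicle with enzyme for no effect and no enzyme for full effect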
KOR beta-arrestin-2: KOR agonists, beta-arrestin recruitment, primary screen, cell-based, luminescence, uHTS (AID 1777); Kappa-type opioid receptor (Homo sapiens); KOR beta-arrestin recruitment, luminescence; higher % means a stronger effect; activation, % at 10 µM; hits with a dose series show EC50 in µM; actives 0.02% (n = 280,000); in the data active means activation above about 50%, passing the limit was not always enough; further: a part of the inactive calls stands beside numbers as strong as those of hits
Salmonella PhoP GFP: inhibitors of PhoP regulon expression, primary screen, Salmonella Typhimurium, GFP reporter (AID 1863) | inhibition, % at 50 µM, or IC50 in µM where a hit was titrated | S. Typhimurium PhoP-regulated promoter GFP reporter, 4 h; higher % means a stronger effect | actives 0.16% (n = 300,000);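 active means inhibition over 29.93%, a cutoff 3 SD above the screen mean, later confirmed by dose response; inconclusive means inhibition over 29.93% but no dose response follow-up; inactive means inhibition at most 29.93% or unconfirmed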;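 further: 0% = low Mg2+ inducing control and 100% = high Mg2+ repressing control; strong numbers were not always called active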
NOD1 inhibition: NOD1 signaling inhibitors, primary screen, cell-based, luminescence, uHTS (AID 1578); inhibition, % at 4 µM, or EC50 in µM where a hit was titrated; actives 1% (n = 290,000); NOD1-driven NF-kB luciferase reporter cells, luminescence; higher % means a stronger effect; in the data active means inhibition mostly above about 36%, no sharp cut-off; inactive means mostly below about 34%;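 further: HEK-293T reporter cells stimulated with the NOD1 agonist gamma-tri-DAP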
HIV fusion peptide: inhibitors of HIV fusion peptide binding, primary screen, biochemical, uHTS, fluorescence dequenching (AID 1986); cell-free peptide binding, fluorescence dequenching, 30 min; higher % means a stronger effect; one-dose inhibition, % at 20 µM; IC50 in µM for titrated hits; actives 0.3% (n = 290,000); in the data active means inhibition mostly above about 52%, no sharp cut-off; inactive means mostly below about 76%; further: some results filed as inactive read as strong as hits
Myeloid diff MLP GFP+ MAC1+ %: also measured in Myeloid diff MLP; calls as there; GFP+ MAC1+ double positive, %; measured here: differentiation confirmed by MAC1 staining
* marks the source's active call; other numbers are inactive results; i = inactive; ? = inconclusive; nt = not tested or not shown; + = active, no number; [ ] = remark or other dose. Unless noted, no stated cut-off is given here; in the data, active means inhibition above about 50%; inactive means the rest.

Screens in order – KOR beta-arrestin-1 | NOD1 inhibition | Salmonella PhoP GFP | LYP phosphatase | Myeloid diff MLP GFP+ MAC1+ % | Myeloid diff MLP | HEK293 NOD2/NF-kB | HIV fusion peptide | KOR beta-arrestin-2 | SIAH1 antagonists
Cn1c(=O)oc2cc(S(=O)(=O)Nc3cccc(C(=O)O)c3)ccc21
 : 7.7% | 1.8% | -8.9% | -5.6% | 0.8 | i | 0.9% | -1.6% | -3.6% | 1.5%
CNC(=S)NNC(=O)Cc1ccc(OC)c(OC)c1
 : -13.6% | -43.7% | -6.7% | -8.6% | 1.4 | i | 13.1% | -1.3% | 3.7% | -1.4%
CCOc1cccc(-c2csc(C3COc4ccccc4O3)n2)c1 (stereo not given)
 : -12.7% | -60.8% | -21.8% | -6.4% | 0.3 | i | -60.3% | -2.2% | -1.3% | 6.9%
CCOCCn1c(CN2CCOCC2)nc2c1c(=O)[nH]c(=O)n2C
 : 24.0% | -31.5% | 10.4% | 0.7% | 1.9 | i | 12.5% | -1.4% | -2.5% | 23.8%
Cc1cccc2c1-c1sc(C(=O)NCCCN3CCC(C)CC3)cc1CO2
 : -78.6% | -30.1% | -14.2% | -20.2% | nt | ? | -5.1% | 0.6% | 1.1% | -0.9%
CCN(CCn1cccn1)C(=O)CCc1nnc(-c2ccc3c(c2)OCO3)o1
 : 9.4% | -21.4% | -1.6% | -1.9% | 1.2 | i | -6.3% | 1.8% | -2.5% | 2.5%
OC(CN1CCCC1)Cn1ccc2ccccc21 (stereo not given)
 : 19.2% | -3.3% | -2.8% | -9.7% | 1.0 | i | 7.8% | -0.7% | 0.1% | 3.7%
O=C1C(=C2SCCCS2)CC/C1=C\c1ccc(F)cc1
 : -5.0% | 76.9%* | 15.1% | -5.7% | 0.7 | i | 46.9% | 2.3% | 2.1% | 5.8%
CCOc1ccc(N(C)S(=O)(=O)c2cnc[nH]2)cc1
 : 0.1% | -34.9% | -11.9% | -6.2% | 3.0 | i | 18.0% | 0.4% | -3.0% | 2.5%
CCCC(=O)OC(C(=O)Nc1cc(C(F)(F)F)ccc1Cl)c1ccccc1 (stereo not given)
 : 2.4% | -34.2% | 13.3% | 0.1% | 0.3 | i | -9.6% | 2.4% | -3.6% | 2.7%
O=C(NN=C1CCCCC1)c1ccccc1-n1cccc1
 : -2.6% | -21.7% | 8.2% | -6.9% | 1.8 | i | 2.6% | -0.4% | 2.6% | -1.1%
O=[N+]([O-])c1cccnc1Oc1ccc(F)cc1
 : -2.7% | 4.6% | -2.4% | -7.6% | 0.6 | i | 4.0% | 0.2% | -1.3% | 0.7%
CC(=O)C1=C(C)NC(SCC(=O)c2ccc(-c3ccccc3)cc2)=C(C#N)C1c1cccnc1 (stereo not given)
 : 28.6% | -10.1% | -10.4% | -5.8% | nt | nt | -0.7% | 4.2% | -1.1% | -0.7%
Cc1ccc(C(=O)Cn2c(C(=O)O)cc3ccccc32)cc1
 : 19.8% | -4.7% | -0.4% | -7.0% | 0.8 | i | 11.9% | 0.3% | -1.4% | 5.8%
Cc1cc(NC(=O)Cn2cc([N+](=O)[O-])cn2)n(Cc2ccc(F)cc2)n1
 : 10.7% | -12.7% | 3.2% | -6.3% | 0.6 | i | 12.8% | -0.9% | -0.9% | -1.4%
CCC(C)NS(=O)(=O)c1ccc(NS(=O)(=O)c2ccccc2[N+](=O)[O-])cc1 (stereo not given)
 : -13.2%[20 µM] | 18.4% | -5.6% | -3.6% | 0.3 | i | 1.1% | 0.4% | nt | -4.6%
O=S(=O)(Cc1ccccc1Cl)NCc1ccccc1
 : 19.6% | -13.7% | 0.1% | -6.4% | 0.1 | i | -5.5% | -1.0% | -5.0% | -0.8%
CCc1nc2oc3ccccc3c(=O)c2c(=O)n1Cc1ccc(OC)cc1
 : 15.9% | 13.4% | -7.8% | -6.4% | 3.7* | + | -0.4% | 1.4% | 6.0% | 2.5%
CC(=O)OC(C(=O)NCCc1ccccc1)c1cccnc1 (stereo not given)
 : 32.3% | -3.1% | -4.5% | -0.7% | 0.2 | i | 8.8% | 0.9% | 0.7% | -1.4%
CC(=O)Nc1ccc(Br)cc1C(=O)C(=O)O
 : 8.7% | -19.4% | -7.6% | -4.1% | 0.1 | i | 4.2% | 3.2% | 0.7% | 13.1%
CN1CCN(C(=O)C2CC(c3ccc(F)cc3)=NO2)CC1 (stereo not given)
 : 26.0% | 10.6% | 13.1% | -8.5% | 0.7 | i | 10.0% | -1.9% | 2.7% | -6.2%
O=[N+]([O-])c1cccc(-c2noc(-c3cccs3)n2)c1
 : -14.1% | 1.0% | -9.2% | -6.1% | 0.5 | i | -117.8% | -0.6% | 2.4% | -0.6%
CC(Sc1nnc(NC2CCCCC2)s1)C(=O)Nc1ccc2c(c1)C(=O)c1ccccc1C2=O (stereo not given)
 : -2.2% | -55.9% | -5.3% | 3.9% | 0.4 | i | -88.3% | 0.6% | -0.2% | 3.1%
OC1(C(F)(F)F)CC(O)(C(F)(F)F)n2nc(-c3ccccc3)cc2N1 (stereo not given)
 : 17.1% | -17.3% | -6.5% | 3.2% | 0.4 | i | 18.4% | 5.8% | 2.6% | 4.1%
O=C(Nc1ccccc1)N1CCCN(c2ccc(C(F)(F)F)cc2[N+](=O)[O-])CC1
 : 10.4% | -2.8% | -13.5% | -1.8% | 0.1 | i | 17.4% | -2.4% | -4.8% | 13.6%
CCc1nc(Nc2ccc3c(c2)OCCO3)c2oc3ccccc3c2n1
 : -17.0% | -17.9% | 3.4% | -5.2% | 0.2 | i | 8.2% | 0.6% | 10.5% | 1.8%
Cn1c(-c2c(N)n(CCc3ccccc3)c3nc4ccccc4nc23)nc2ccccc21
 : -17.6% | 6.2% | 11.9% | 7.9% | 5.9 | i | 0.8% | -1.2% | 10.0% | -3.7%
Cc1cccc(Cl)c1OCCCn1ccnc1
 : -2.9% | -7.7% | 3.6% | -8.3% | 0.6 | i | -4.1% | 2.4% | 0.7% | 13.8%
NC(=O)/C(=C/c1ccc2c(c1)OCO2)NC(=O)c1ccco1
 : -3.5%[20 µM] | -24.6% | 7.9% | 1.3% | 0.0 | i | -5.4% | -2.2% | -12.5% | 4.9%
CC(=O)Nc1ccc(S(=O)(=O)N2CCC(C(=O)NCCC(=O)Nc3nccs3)CC2)cc1
 : 24.3% | -10.9% | -4.0% | -6.2% | 3.7 | i | 13.4% | 0.4% | 2.3% | 0.2%

Compound profiles (already shown). Order of values: KOR beta-arrestin-1, NOD1 inhibition, Salmonella PhoP GFP, LYP phosphatase, Myeloid diff MLP GFP+ MAC1+ %, Myeloid diff MLP, HEK293 NOD2/NF-kB, HIV fusion peptide, KOR beta-arrestin-2, SIAH1 antagonists
O=S(=O)(Cc1ccccc1Cl)NCc1ccccc1 is listed with 19.6%, -13.7%, 0.1%, -6.4%, 0.1, i, -5.5%, -1.0%, -5.0%, -0.8%
OC(CN1CCCC1)Cn1ccc2ccccc21 (stereo not given) is listed with 19.2%, -3.3%, -2.8%, -9.7%, 1.0, i, 7.8%, -0.7%, 0.1%, 3.7%
Cc1ccc(C(=O)Cn2c(C(=O)O)cc3ccccc32)cc1 is listed with 19.8%, -4.7%, -0.4%, -7.0%, 0.8, i, 11.9%, 0.3%, -1.4%, 5.8%
CCOCCn1c(CN2CCOCC2)nc2c1c(=O)[nH]c(=O)n2C is listed with 24.0%, -31.5%, 10.4%, 0.7%, 1.9, i, 12.5%, -1.4%, -2.5%, 23.8%
Cc1cc(NC(=O)Cn2cc([N+](=O)[O-])cn2)n(Cc2ccc(F)cc2)n1 is listed with 10.7%, -12.7%, 3.2%, -6.3%, 0.6, i, 12.8%, -0.9%, -0.9%, -1.4%

The list goes on.
Screens in order – KOR beta-arrestin-1 | NOD1 inhibition | Salmonella PhoP GFP | LYP phosphatase | Myeloid diff MLP GFP+ MAC1+ % | Myeloid diff MLP | HEK293 NOD2/NF-kB | HIV fusion peptide | KOR beta-arrestin-2 | SIAH1 antagonists
Cc1ccc(NC(=O)C2CCCN(c3ncnc4c3nc3n4CCCCC3)C2)cc1Cl (stereo not given)
 : 6.6% | 7.5% | 8.4% | -0.6% | 1.7 | i | 10.0% | -1.7% | -2.8% | -10.9%
Cc1cc(C)nc(SCc2nc3ncccn3c2Br)n1
 : 3.0% | -8.3% | -13.8% | -9.1% | 0.6 | i | 11.3% | 0.9% | -2.2% | 5.2%
CC(C)(C)NS(=O)(=O)c1ccc(NC(=S)NC(=O)C2CC2)cc1
 : -47.8% | 15.1% | 3.1% | -3.3% | 1.4 | i | 9.7% | 0.2% | 2.7% | 0.7%
Cc1ccc(O)c(CCc2ccccc2)n1
 : -0.2% | -2.2% | 20.4% | -6.6% | 0.3 | i | 2.6% | 0.4% | 21.6% | -9.8%
COc1cc([N+](=O)[O-])cc2cc(C(=O)N3CCN=C3c3ccccc3)c(=O)oc12
 : 6.6% | -37.2% | -8.1% | -2.6% | 0.4 | i | 3.8% | 1.7% | -1.9% | -4.8%
O=C1Nc2ccc([N+](=O)[O-])cc2OC1CCN1CCN(c2ccccc2)CC1 (stereo not given)
 : 6.6% | -22.2% | 6.1% | -3.3% | 0.1 | i | 12.8% | -2.8% | -2.8% | 1.2%
Cc1cccc(/C(N)=N/OC(=O)c2ccc(F)cc2)c1
 : 2.8% | -69.0% | -4.6% | -1.3% | 0.2 | i | -40.1% | 1.8% | 2.1% | 0.0%
Cc1cc(C)c(C)c(Cn2c(CO)nc3ccccc32)c1C
 : 34.8% | -16.9% | 4.2% | -6.6% | 2.3 | i | 20.3% | -0.2% | 10.3% | 5.1%
CCOc1cc(CN2CCN(S(=O)(=O)Cc3ccccc3)CC2)ccc1OC
 : 7.1% | -7.0% | 2.7% | -8.2% | 0.6 | i | 15.0% | -1.4% | -2.1% | -2.1%
Cc1cc(N2C(=O)C(O)=C(C(=O)c3cc4ccccc4o3)C2c2cccc(Cl)c2)no1 (stereo not given)
 : 5.5% | -7.6% | 4.6% | -1.7% | 1.5 | i | 41.1% | 26.8% | 1.6% | 4.2%
Cc1ccsc1CNn1cnnc1SCc1ccc(Cl)cc1
 : 10.7% | -23.2% | -1.6% | -0.6% | 2.1 | i | 14.1% | -1.6% | 1.9% | 10.4%
Cc1cc(=O)oc(C)c1C(=O)NCC1CCCO1 (stereo not given)
 : -4.8% | nt | 6.2% | 15.9% | 0.9 | i | -1.3% | 2.1% | -2.2% | 1.1%
O=C(CSc1nnc(-c2ccc(C(F)(F)F)cn2)s1)c1ccc(Cl)cc1
 : 10.0% | 7.2% | -10.8% | -5.4% | 0.7 | i | 13.4% | 1.1% | -0.5% | 16.5%
CC(=O)Cn1nnc2sc3c(c2c1=O)CCC(C(C)(C)C)C3 (stereo not given)
 : -39.7% | -42.0% | -2.7% | 6.3% | 0.4 | i | -46.8% | 0.1% | 1.7% | 8.8%

High-throughput results: PubChem, several laboratories

A portion of the library; rates above refer to the full screens.
